ERa SRC1 pot: enhances coactivator binding to human estrogen receptor alpha; 86,000 compounds, 1.3% hits; TR-FRET ERalpha-LBD/SRC-Cy5 coactivator binding, 2 h; 100 = basal binding, no effect; P03372; coactivator binding (% of control), % at 25.6 µM; in the data active = activity above about 200%;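 note: binding measured in presence of low estradiol as agonist stimulus; 0% = peptide alone without receptor and 100% = receptor with peptide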
FAK blocker: blocks human focal adhesion kinase activity; Q05397; 97,000 compounds, 0.84% hits; biochemical FAK kinase activity assay; AID 727; inhibition, %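 (tested at 7 µM)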; in the data active = inhibition above about 19%;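 note: 0% = DMSO and 100% = reference compound high control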
CD11b adhes inh: blocks human CD11b/CD18 adhesion to fibrinogen; 93,000 compounds, 0.54% hits; inhibition, % at 10 µM; K562 CD11b/CD18 adhesion to fibrinogen, ATPlite luminescence; Mn2+ added to activate the integrin;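 active = primary inhibition of 50% or more at 10 µM, then 40% or more on retest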; note: some results filed as inactive read as strong as hits
Plk1 PBD FP: blocks phosphopeptide binding to human Plk1 polo box domain | AID 693 | P53350 | 97,000 compounds, 0.13% hits | Plk1 PBD phosphopeptide binding, fluorescence polarization | inhibition, %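 (tested at about 20 µM)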; in the data active = inhibition above about 34%, passing the limit was not always enough
HIV Rev-RRE inh: disrupts HIV-1 Rev binding to RRE RNA; Rev peptide-RRE RNA binding, FRET; AID 704; inhibition, % at 8 µM; P05866; 97,000 compounds, 0.79% hits;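 active = inhibition above the screen-wide mean plus 3 SD, cut at about 35% in these data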;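 note: 0% = median DMSO wells and 100% = median Neomycin B control wells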
Target sequence (P05866 whole entry, looked up): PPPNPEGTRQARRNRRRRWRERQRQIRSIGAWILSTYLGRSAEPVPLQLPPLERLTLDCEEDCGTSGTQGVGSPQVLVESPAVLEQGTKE
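Test system: Cy5-tagged RRE RNA duplex with fluorescein-tagged Rev peptide; Probe or stimulus: labelled Rev peptide; Schedule: 5 min preincubation and 15 min binding, 25 °C; Signal: FRET fluorescence readout; Evaluation: % inhibition from 671/540 nm acceptor-to-donor ratio, scaled between controls; Control set: DMSO and neomycin B.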
ERa coact inh: blocks coactivator binding to human estrogen receptor alpha. TR-FRET ER-alpha LBD / SRC-1 peptide, estradiol-bound. inhibition, % at 25.6 µM. 86,000 compounds, 1.7% hits; in the data active = inhibition above about 50%;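 note: 0% = receptor plus peptide control and 100% = peptide only without receptor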
ERb SRC1 inh: ER-beta (human) coactivator binding inhibition; Q92731; TR-FRET ER-beta LBD / SRC1-Cy5 peptide binding; receptor agonist-loaded with 1 µM estradiol; inhibition, % at 25.6 µM; 86,000 compounds, 1.3% hits; AID 633;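 active = compounds whose percent inhibition of the receptor-coactivator binding signal exceeds about 50% in the single-dose screen, limit read from the data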;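 note: 0% = receptor plus peptide wells without compound and 100% = peptide-only wells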
Target sequence (Q92731 whole entry, looked up, the tested form may be a part): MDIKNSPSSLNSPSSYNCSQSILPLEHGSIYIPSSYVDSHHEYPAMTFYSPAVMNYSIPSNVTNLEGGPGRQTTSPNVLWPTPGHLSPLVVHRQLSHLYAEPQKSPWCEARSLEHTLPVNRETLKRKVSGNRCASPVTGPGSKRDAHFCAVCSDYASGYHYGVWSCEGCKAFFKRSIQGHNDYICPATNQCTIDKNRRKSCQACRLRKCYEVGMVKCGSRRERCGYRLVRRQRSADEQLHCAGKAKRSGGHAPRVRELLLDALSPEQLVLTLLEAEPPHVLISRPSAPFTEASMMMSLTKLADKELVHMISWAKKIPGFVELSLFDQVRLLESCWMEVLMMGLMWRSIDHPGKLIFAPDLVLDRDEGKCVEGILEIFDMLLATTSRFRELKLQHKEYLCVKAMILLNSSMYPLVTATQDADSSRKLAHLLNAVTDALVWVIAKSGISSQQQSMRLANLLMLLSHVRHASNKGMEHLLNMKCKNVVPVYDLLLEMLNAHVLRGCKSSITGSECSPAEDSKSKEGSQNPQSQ
Mac1 fbg enh: CD11b/CD18-fibrinogen binding enhancement | activation, % at 10 µM | 93,000 compounds, 0.07% hits | K562 CD11b/CD18 adhesion to fibrinogen, ATPlite luminescence | P05107+P11215;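 active = 10 µM primary screen giving 50% or more activity, confirmed by 40% or more on retest at that dose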; note: strong numbers were not always called active
PLK1 kinase inh: blocks human PLK1 kinase activity. P53350. recombinant PLK1 kinase, TR-FRET peptide phosphorylation. inhibition, % at 10 µM. 97,000 compounds, 0.53% hits;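 active = inhibition of 50% or more in the single-concentration screen; inactive = inhibition below 50%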;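 note: 0% = DMSO max control and 100% = H-89 dihydrochloride min control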
* hit, by the source's call; nt = no result given; [ ] = another dose, or the depositor's remark. Not a hit list; overall some 4.7% were active at least once.

SMILES	ERa SRC1 pot	FAK blocker	CD11b adhes inh	Plk1 PBD FP	HIV Rev-RRE inh	ERa coact inh	ERb SRC1 inh	Mac1 fbg enh	PLK1 kinase inh
CC/C(=N\NC(=O)c1ccncc1)C12CC3CC(CC(C3)C1)C2	nt	2	7	9	-2	nt	nt	-2	-6
O=C(Nc1ccc2nc(-c3cccs3)[nH]c2c1)c1cccs1	89	-1	38	9	10	-3[fluorescence artefact?]	21[fluorescence artefact?]	-2	-8
O=C(CN1CCOCC1)NCCNC(=O)CN1CCOCC1	131	-4	-22	12	7	-8[fluorescence artefact?]	-4[fluorescence artefact?]	2	4
Nc1nc(-c2cccc(Br)c2)cs1	103	2	-5	-15	7	1	0	1	16
CCn1c(CCNC(=O)c2cccs2)nnc1SCC(=O)Nc1nc(-c2ccccc2)cs1	93	-5	nt	-21	6	1	3	nt	0
COC(=O)c1ccc(CSc2ccc3nnc(-c4ccccc4)n3n2)o1	115	2	20	-4	7	-3	-4	0	-12
O=C(COc1ccccc1)N(CCc1ccccc1)c1nc(-c2ccc(F)cc2)cs1	nt	-2	-12	8	21	nt	nt	-3	-7
COc1ccc(Nc2ccc3nnc(-c4ccc(Br)cc4)n3n2)cc1	nt	-4	0	-14	6	nt	nt	-2	-7
COCCNC(=S)N1C2CCC1CC(NC(=O)NC13CC4CC(CC(C4)C1)C3)C2 (stereo not drawn)	nt	1	nt	-13	-7	nt	nt	nt	-8
COc1ccc(C(=O)Nc2ccc(Cl)cc2C(=O)NCCO)cc1	118	2	-6	12	5	-5	-7	4	-16
CC(Sc1nnc(Cc2cccs2)n1C1CCCCC1)C(N)=O (stereo not drawn)	102	26*	-12	30	4	7[fluorescence artefact?]	-1[fluorescence artefact?]	7	-12
COc1ccc(CCNC(=O)C2CC(=O)N(c3ccccc3)C2)cc1OC (stereo not drawn)	100[fluorescence artefact?]	-6	18	12	-3	8	-7	2	-5
Cc1cc(=O)[nH]c(SCC(=O)Nc2nc3c(s2)CCCC3)n1	107	-4	nt	20	-1	1	78*	nt	-1
Cc1ccc(C)c(NC(=O)c2nnn(Cc3ccccc3)c2N)c1	97	1	-12	17	7	4	3[fluorescence artefact?]	-5	-8
CN1C(=O)C(C(=O)NC(C)(C)C)C2c3ccccc3OC13CCCCC23 (stereo not drawn)	130	-5	10	-14	6	-3	1	-4	-2
COc1ccc(C(=O)OCCNC(=O)c2c(Cl)nc3ccccn23)cc1	86[fluorescence artefact?]	3	1	1	11	6	16	-1	-5
CCOc1ncccc1C(=O)OCC(=O)Nc1c(C)cc(C)cc1C	108[fluorescence artefact?]	-2	-11	-11	-2	-8	-2	-3	-6
CCOC(=O)c1ccc(NC(=O)CSc2nnc(-c3cccs3)n2C)cc1	149	-1	-3	-15	2	6	-1	-7	-15
Cc1ccc(CN2C(=O)CCC2C(=O)NCc2cccnc2)cc1 (stereo not drawn)	100	4	nt	-1	6	-6	-6	nt	-16
Cc1ccc(NCc2nnc(SCC(=O)Nc3ncc(C)s3)n2Cc2ccco2)c(C)c1	107	nt	-14	nt	nt	-7	-3	18	nt

Record cards (already shown).
`O=C(COc1ccccc1)N(CCc1ccccc1)c1nc(-c2ccc(F)cc2)cs1` as listed: ERa SRC1 pot: nt; FAK blocker: -2; CD11b adhes inh: -12; Plk1 PBD FP: 8; HIV Rev-RRE inh: 21; ERa coact inh: nt; ERb SRC1 inh: nt; Mac1 fbg enh: -3; PLK1 kinase inh: -7
`Cc1ccc(NCc2nnc(SCC(=O)Nc3ncc(C)s3)n2Cc2ccco2)c(C)c1` as listed: ERa SRC1 pot: 107; FAK blocker: nt; CD11b adhes inh: -14; Plk1 PBD FP: nt; HIV Rev-RRE inh: nt; ERa coact inh: -7; ERb SRC1 inh: -3; Mac1 fbg enh: 18; PLK1 kinase inh: nt

In another format: results already given.
CCOc1ncccc1C(=O)OCC(=O)Nc1c(C)cc(C)cc1C
  ERa SRC1 pot: 108[fluorescence artefact?]
  FAK blocker: -2
  CD11b adhes inh: -11
  Plk1 PBD FP: -11
  HIV Rev-RRE inh: -2
  ERa coact inh: -8
  ERb SRC1 inh: -2
  Mac1 fbg enh: -3
  PLK1 kinase inh: -6

CCOC(=O)c1ccc(NC(=O)CSc2nnc(-c3cccs3)n2C)cc1
  ERa SRC1 pot: 149
  FAK blocker: -1
  CD11b adhes inh: -3
  Plk1 PBD FP: -15
  HIV Rev-RRE inh: 2
  ERa coact inh: 6
  ERb SRC1 inh: -1
  Mac1 fbg enh: -7
  PLK1 kinase inh: -15

Later entries.
SMILES	ERa SRC1 pot	FAK blocker	CD11b adhes inh	Plk1 PBD FP	HIV Rev-RRE inh	ERa coact inh	ERb SRC1 inh	Mac1 fbg enh	PLK1 kinase inh
O=C(c1cc(-c2ccc(Cl)cc2Cl)on1)N1CCN(C(=O)c2ccco2)CC1	94	-6	1	18	3	-15	-11	0	-5
CCn1c(SCC(=O)Nc2ccc(NC(C)=O)cc2)nnc1C1CC1	95[fluorescence artefact?]	2	-9	16	7	3[fluorescence artefact?]	4	-2	-8
O=C(CN1C(=O)c2ccccc2C1=O)NCC1COc2ccccc2O1 (stereo not drawn)	106	0	-18	-7	11	-27	-19	1	-5
CCOc1ccccc1-n1c(SCC(=O)NCc2ccco2)nnc1-c1ccncc1	104	4	11	6	6	15	18	0	-4
O=C(Nc1nccs1)c1cc(S(=O)(=O)N2CCOCC2)c(Cl)cc1Cl	91	-5	-8	28	0	-8	-8	-3	-2
N#C/C(=C/c1ccc(N2CCCCC2)o1)c1cccc(F)c1	56[fluorescence artefact?]	4	28	-160	99*[fluorescence artefact?]	9	18	-1	-34
CCCOc1ccc(N2CC(C(=O)Nc3ccccc3F)CC2=O)cc1 (stereo not drawn)	117	2	-9	7	1	-7	-6	-2	1
CNc1ccccc1C(C)(C)c1cc(-c2ccco2)n[nH]1	96	-5	0	3	2	-6	5	-2	2
O=C(Nc1ccc(F)cc1Cl)c1ccc2c(=O)n3c(nc2c1)CCCCC3	109	-5	-1	-2	1	-41[fluorescence artefact?]	-11	31	-7

Part of the list above, reformatted:
> N#C/C(=C/c1ccc(N2CCCCC2)o1)c1cccc(F)c1
  ERa SRC1 pot: 56[fluorescence artefact?]	FAK blocker: 4	CD11b adhes inh: 28	Plk1 PBD FP: -160	HIV Rev-RRE inh: 99*[fluorescence artefact?]	ERa coact inh: 9	ERb SRC1 inh: 18	Mac1 fbg enh: -1	PLK1 kinase inh: -34
> CCCOc1ccc(N2CC(C(=O)Nc3ccccc3F)CC2=O)cc1 (stereo not drawn)
  ERa SRC1 pot: 117	FAK blocker: 2	CD11b adhes inh: -9	Plk1 PBD FP: 7	HIV Rev-RRE inh: 1	ERa coact inh: -7	ERb SRC1 inh: -6	Mac1 fbg enh: -2	PLK1 kinase inh: 1
> CNc1ccccc1C(C)(C)c1cc(-c2ccco2)n[nH]1
  ERa SRC1 pot: 96	FAK blocker: -5	CD11b adhes inh: 0	Plk1 PBD FP: 3	HIV Rev-RRE inh: 2	ERa coact inh: -6	ERb SRC1 inh: 5	Mac1 fbg enh: -2	PLK1 kinase inh: 2
> O=C(Nc1ccc(F)cc1Cl)c1ccc2c(=O)n3c(nc2c1)CCCCC3
  ERa SRC1 pot: 109	FAK blocker: -5	CD11b adhes inh: -1	Plk1 PBD FP: -2	HIV Rev-RRE inh: 1	ERa coact inh: -41[fluorescence artefact?]	ERb SRC1 inh: -11	Mac1 fbg enh: 31	PLK1 kinase inh: -7

Source: PubChem
